M. tuberculosis HTS = M. tuberculosis growth inhibition, HTS (AID 449762); M. tuberculosis H37Rv growth inhibition, 7H9 media; higher % means a stronger effect; inhibition, % at 25 µM; hits with a dose series show IC50 in µM; 0.59% of 330,000 active; in the data active means a potency from the dose series; inconclusive means inhibition above about 70% without an active follow-up result;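 further: bacterial growth assessed after seven days of incubation; strong numbers were not always called active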
M. tuberculosis = growth inhibition of non-replicating M. tuberculosis (AID 488890). Mycobacterium tuberculosis non-replicating, growth inhibition; higher % means a stronger effect. inhibition, % at 25 µM; hits with a dose series show IC50 in µM. 0.39% of 320,000 active; in the data active means a potency from the dose series; inconclusive means inhibition mostly from about 82% at the one dose, without a potency; inactive means the rest, 99 in 100 with inhibition below about 76%;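 further: plate controls were DMSO cells for no effect and high antibiotic wells for full effect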
H1N1 NS1A inhibition = NS1A inhibition, H1N1 influenza, cell based functional assay (AID 504329); 0.3% of 340,000 active; one-dose inhibition, % at 12.5 µM; IC50 in µM for titrated hits; NS1A functional cell-based assay, percent inhibition; higher % means a stronger effect; in the data active means a potency from the dose series; inconclusive means inhibition above about 27% without an active follow-up result; further: strong numbers were not always called active
inhibitors of VEEV = inhibitors of VEEV TC-83 cytopathic effect, confirmation, Vero cells (AID 588727); Vero cells, VEEV TC-83 cytopathic effect inhibition; higher % means a stronger effect; one-dose inhibition, % at 20 µM; IC50 in µM for titrated hits; 0.13% of 350,000 active; in the data active means a potency from the dose series; inconclusive means inhibition mostly from about 14% at the one dose, without a potency; inactive means the rest, 99 in 100 with inhibition below about 12%; further: strong numbers were not always called active
Salmonella PhoP GFP = PhoP regulon inhibitors, Salmonella typhi PhoP promoter GFP reporter, confirmatory (AID 1850) | one-dose inhibition, % at 50 µM; IC50 in µM for titrated hits | 0.33% of 310,000 active | Salmonella Typhi PhoP-promoter GFP reporter, fluorescence, 4 h; higher % means a stronger effect; in the data active means a potency from the dose series; inconclusive means inhibition mostly from about 25% at the one dose, without a potency; inactive means the rest, 99 in 100 with inhibition below about 19%;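 further: 0% = induced wells with vehicle and 100% = uninduced wells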
inhibitors of VEEV 10K pilot screen = recorded beside inhibitors of VEEV, whose call it bears; inhibition, %; measured here: 10K pilot screen inhibition
* = called active by the depositor; i = inactive; ? = inconclusive; · = no result given; & = joins results of further samples.

SMILES | M. tuberculosis HTS | M. tuberculosis | H1N1 NS1A inhibition | inhibitors of VEEV | Salmonella PhoP GFP | others
COc1ccc(C2=NS(=O)(=O)N(C)C(C(=O)N3CCCCC3)=C2)cc1 | 0% | 0% | -5% | 2.1% | -8%
COCC(C)NC(=O)NC(=O)c1ccc(Cl)cc1 (stereo unspecified) | 5% | 4% | 4% | 0.2% | -2%
CC1(C)CC(=O)C=C(Nc2ccccc2NC(=O)c2cnccn2)C1 | -4% | -4% | -3% | 0.9% | -2%
CN1CCN(CCCNC(=O)Cn2nc(-c3ccccc3)ccc2=O)CC1 | 3% | -6% | 6% | i | -2%
COc1ccccc1CNC(=O)CCC(=O)N1CCOc2ccc(C)cc21 | -7% | 12% | 20% | i | -7%
COc1ccc(CCc2nnc(CCC(=O)NCC3CCCO3)o2)cc1 (stereo unspecified) | -10% | -14% | 0% | 1.2% | 5%
Cc1cccc(NC(=O)c2cccc(S(=O)(=O)N(C)c3ccccc3)c2)n1 | -7% | 21% | -2% | 10.0% | ·
CCCCOc1ccc(N(CC(=O)NCc2ccco2)C(=O)CCC(=O)Nc2nccs2)cc1 | -6% | -12% | 13% | 0.6% | 5%
CCOc1ccccc1CN1CCN(Cc2cc3ccccc3[nH]2)CC1CCO (stereo unspecified) | -4% | 60% | 2% | 0.3% | -5%
Cc1sc2c(c1C)c(=O)n(-c1ccc(F)cc1)c(=O)n2CC(=O)NCc1ccco1 | · | · | 5% | 4.6% | ·
N#CC1=C(N)N(c2ccccc2)C(c2ccccc2)C1(C#N)C#N (stereo unspecified) | 3% | 5% | 0% | 2.3% | -7%
CCCNC(=O)NC1CCCCCCC1 | -1% | 78% | 2% | 0.2% | -6%
CCOC(=O)c1cnn(-c2ccccn2)c1N | 5% | -1% | -11% | 6.9% | 4%
Cc1cc(N2CCN(C)CC2)nc2ccc(NC(=S)NCCCN3CCN(C)CC3)cc12 | -11% | 5% | 16% | 2.3% | 1%
C/C(=N\Nc1ccc(F)cc1)c1ccncc1 | -4% | 15% | -3% | 0.5% | 1%
COC(=O)C1=C(c2ccccc2OCc2ccccc2)C[C@@H]2CC[C@H]1N2C(=O)NCc1ccc(Cl)cc1 | -5% | -7% | 11% | 2.9% | ·
Cc1ccc2[nH]c3nc(N/N=C/c4cccc(O)c4)nnc3c2c1 | 4% | -11% | 6% | 2.7% | -6%
O=C(N[C@@H](CO)C(=O)NCc1ccccc1)c1ccc(C(F)(F)F)cc1 | 2% | 1% | 7% | 0.8% | 11%
CN1CCN(Cc2c(C(=O)N/N=C/c3cccc(Br)c3)nnn2-c2nonc2N)CC1 | 1% | 18% | 2% | 27% | -23%
O=C(/C=C/Nc1ccccc1)c1ccc(Cl)cc1Cl | 5% | 22% | -8% | 1.1% | -5%
CCCCOc1ccccc1N1CCN(CCCN2C(=O)C3CCCN3C2=O)CC1 (stereo unspecified) | -4% | -6% | -17% | i | -9%
Cn1c(NC(=O)c2cccc(Cn3cc(Cl)cn3)c2)nc2ccccc21 | 38% | -23% | -10% | 0.6% | -1%
COC(=O)C(Cc1csc2ccc(Cl)cc12)NC(=O)c1ccc(Cl)cc1 (stereo unspecified) | -10% | 4% | -1% | 7.6% | 5%
CCOC(=O)C1=C(CN2CCSCC2)NC(=O)NC1c1cc(C)ccc1C (stereo unspecified) | -3% | 15% | -2% | 0.3% | -6%
Cc1ccccc1NC(=O)Cc1nc(COC(=O)c2ccc(S(C)(=O)=O)c([N+](=O)[O-])c2)cs1 | -5% | 43% | -8% | ? | ·
O=C(OCC(=O)N1CCN(c2ccc(F)cc2)CC1)c1cnc2ccccc2n1 | -6% | -2% | -9% | 0.5% | ·
CC(C)=CC(=O)Nc1nnc(-c2ccc(F)cc2)s1 | -4% | -3% | -5% | i | 17%
COc1ccc(N=C(N)SCc2ccccn2)cc1 | -10% | 42% | -2% | 0.8% | 8%
COc1cc(CCC(=O)Nc2ccc(S(=O)(=O)NC3=NCCCCC3)cc2)cc(OC)c1OC | 6% | 17% | 2% | i | 12%
NS(=O)(=O)c1ccc(NC(=O)Cc2c(F)cccc2Cl)cc1 | 16% | -7% | -4% | 0.5% | 5%
COc1ccc(CC(=O)Nc2cc(S(=O)(=O)N3CCCCC3)ccc2N2CCN(C)CC2)cc1 | 2% | 18% | -6% | i | 6%
OCCCNc1nccc(-c2cc(Nc3cccc(Cl)c3)ncn2)n1 | 6% | 33% | -7% | 10% | -1% | inhibitors of VEEV 10K pilot screen=7.6
COC(=O)c1c(-c2cccc(OC)c2)csc1N | 7% | 2% | 0% | 0.6% | -2%
COCCCNc1nc2ccccc2[nH]c1=O | -3% | -6% | -7% | 0.3% | -2%
N#Cc1cccc(NC(=O)c2ccc(S(=O)(=O)N3CCOCC3)cc2)c1 | -4% | 14% | -3% | 0.6% | ·
Oc1ccc(CCc2n[nH]c(=S)n2-c2ccc(F)cc2)cc1 | -14% | -6% | 4% | 0.1% | 1%
COC(=O)c1ccc(NS(=O)(=O)c2cccc3cccnc23)cc1 | 3% | -5% | -13% | 8.3% | 21%
CN(C(=O)c1ccc(NC(=O)C2CCN(C(=O)OC(C)(C)C)CC2)cc1)C1CC1 | -5% | -2% | 1% | 0.6% | ·
COc1ccc(/C=N/NC(=O)Cn2ccnc2C)cc1OC | -1% | -1% | · | 0.2% | -5%
CCOc1cccc2cc(C(C)=O)oc12 | 3% | -10% | -10% | 2.7% | -11%
CC[C@H](C)[C@H](NC(=O)CNC(=O)COc1cc2c(c3oc(=O)cc(C)c13)CCC(C)(C)O2)C(=O)O | -1% | -12% | -20% | 1.1% | 5%
CC(=O)NCCn1c(SCC#N)nc2ccccc2c1=O | 7% | 9% | -14% | 0.3% | -15%
O=C(Cn1nc(-c2ccccc2)c2ccccc2c1=O)Nc1cccnc1 | -3% | 24% | 6% | 2.1% | 4%
CC1=C(CC(=O)O)c2cc(F)ccc2/C1=C\c1ccc(S(C)=O)cc1 (stereo unspecified) | -3% | -11% | 4% | 0.4% | -14%
O=C(Nc1ccc(F)cc1)Nc1cc(S(=O)(=O)N2CCOCC2)ccc1N1CCCC1 | -2% | 14% | -5% | 0.1% | 2%
O=C(OCc1ccccc1)N1CCC2CC1c1c(-c3ccc(C(F)(F)F)cc3)cccc12 (stereo unspecified) | · | · | 11% | i | ·
COc1ccc(C(c2nnnn2C(C)(C)C)N2CCN(C(=O)c3ccco3)CC2)cc1 (stereo unspecified) | 3% | -4% | 5% | 1.1% | -3%
COc1ccc(C(=O)COC(=O)C(CCCCN2C(=O)C3C4C=CC(C4)C3C2=O)N2C(=O)C3C4C=CC(C4)C3C2=O)cc1 (stereo unspecified) | -7% | 35% | -1% | 0.2% | -4%
Nc1nc(-c2ccc(Br)cc2)c(S(=O)(=O)c2ccccc2)s1 | 4% | 9% | -2% | 2.0% | 0%
COC(=O)C1=C(C)NC(C)=C(C(=O)OC)C1c1ccccc1[N+](=O)[O-] | 9% | 68% | 9% | 1.9% | -4%&14%
CC(=O)NCc1c(Cl)cccc1-n1cccc1 | -11% | 1% | 7% | 0.3% | 0%
COc1ccc(CNC(=O)c2noc(C(C)C)c2[N+](=O)[O-])cc1 | 8% | 43% | 19% | i | 0%
CCc1noc(C)c1C(=O)N1CCN(S(=O)(=O)c2cccs2)CC1 | 3% | -8% | -13% | 1.0% | -8%
CC1(C)CC(=O)C=C(c2cccnc2)C1 | -3% | -2% | -1% | 0.4% | 5%
O=S1(=O)CCN2N=C(C34CC5CC(CC(C5)C3)C4)SC2=N1 | 8% | 1% | -5% | 0.3% | -16%
O=C(Nc1nccs1)c1cc(S(=O)(=O)N2CCOCC2)c(Cl)cc1Cl | 6% | 20% | 9% | 1.9% | -5%
S=C(NCc1ccccc1)NNc1ccccc1 | ? | ? | -13% | 0.0% | 6%
O=C(CNC(=O)c1cccs1)OCc1ccc(Br)cc1 | -2% | 23% | -9% | 2.1% | -6%
Nc1ccc2c(c1)C(=O)N(CCCC(=O)O)C2=O | -1% | -12% | 16% | 0.1% | -6%
O=C(NCc1ccccc1)C(c1ccc(F)cc1)N(C(=O)c1csnn1)c1ccccc1 (stereo unspecified) | 14% | -3% | -6% | 0.1% | 18%

Later entries.
SMILES | M. tuberculosis HTS | M. tuberculosis | H1N1 NS1A inhibition | inhibitors of VEEV | Salmonella PhoP GFP | others
CCOc1cc(C)c(C(C)C)cc1S(=O)(=O)N1CCOCC1 | 7% | -3% | -5% | 1.1% | 8%
Cc1c(C(=O)NC(C)C)c(-c2ccccc2)nn1-c1ccccc1 | 3% | -6% | 14% | 0.6% | -4%
CN(C)CCNC(=O)c1ccc2c(c1)N(Cc1ccc(F)cc1)CCS2 | 1% | 8% | -1% | i | 8%
COc1ccc(NC(=S)NNC(=O)c2nnn(-c3ccccc3)c2C)cc1 | 9% | 5% | -3% | 1.2% | 0%
CN1CCN(CCCNC(=O)C2CCN(c3nnc(-n4cccc4)s3)CC2)CC1 | -4% | 13% | -1% | 0.3% | -7%
COc1ccc2cc3cc(C(=O)Nc4ccc5c(c4)OCCO5)oc3nc2c1 | -1% | 58% | -7% | 2.4% | -3%
CCc1noc(C)c1C(=O)Nc1ccc(S(=O)(=O)N2CCCC(C)C2)cc1 (stereo unspecified) | -3% | 19% | -7% | 3.9% | 3%
CC12CCC(=O)N1C(C(=O)OCc1c(Cl)cccc1Cl)CS2 (stereo unspecified) | 4% | -2% | 2% | 0.0% | 13%
CCOC(=O)N1CCC(NC(=O)CC2C(=O)NCCN2Cc2ccccc2)CC1 (stereo unspecified) | 2% | -18% | 2% | 3.9% | 6%
CCOC(=O)Cn1cc(/C=N/N2C(=O)C3C4C=CC(C4)C3C2=O)c2ccccc21 (stereo unspecified) | 11% | 17% | -15% | 0.3% | 3%
Cc1cc(C)c(C)c(S(=O)(=O)NCC(=O)N2CCCC2)c1C | -1% | 6% | 2% | 1.3% | 4% | inhibitors of VEEV 10K pilot screen=0.9
Cc1sc(NC(=O)c2ccccc2)c(C(=O)c2ccccc2)c1C | 48% | 68% | 16% | 2.8% | -9%
CCN(CC)S(=O)(=O)c1cc(NC(=O)CN2C(=O)NC3(CCCc4ccccc43)C2=O)ccc1C (stereo unspecified) | 10% | 45% | -2% | 2.2% | -7%
COc1cc(-c2cc(C(=O)Nc3nc4ccccc4s3)c3ccccc3n2)cc(OC)c1OC | -3% | 18% | -9% | 8.0% | -5%
C(=Nc1ccccc1)c1ccc[nH]1 | · | · | 4% | 2.4% | ·
Cc1c(C(=O)NCc2ccccc2F)oc2ccccc12 | -7% | 24% | -15% | 2.4% | -4%

Quoted at random: 2 compounds from above
SMILES | M. tuberculosis HTS | M. tuberculosis | H1N1 NS1A inhibition | inhibitors of VEEV | Salmonella PhoP GFP | others
C(=Nc1ccccc1)c1ccc[nH]1 | · | · | 4% | 2.4% | ·
COc1cc(-c2cc(C(=O)Nc3nc4ccccc4s3)c3ccccc3n2)cc(OC)c1OC | -3% | 18% | -9% | 8.0% | -5%

An excerpt from above in order of count of non-hydrogen atoms, low to high.
SMILES | M. tuberculosis HTS | M. tuberculosis | H1N1 NS1A inhibition | inhibitors of VEEV | Salmonella PhoP GFP | others
C(=Nc1ccccc1)c1ccc[nH]1 | · | · | 4% | 2.4% | ·
Cc1c(C(=O)NCc2ccccc2F)oc2ccccc12 | -7% | 24% | -15% | 2.4% | -4%
CC12CCC(=O)N1C(C(=O)OCc1c(Cl)cccc1Cl)CS2 (stereo unspecified) | 4% | -2% | 2% | 0.0% | 13%
Cc1sc(NC(=O)c2ccccc2)c(C(=O)c2ccccc2)c1C | 48% | 68% | 16% | 2.8% | -9%
CN(C)CCNC(=O)c1ccc2c(c1)N(Cc1ccc(F)cc1)CCS2 | 1% | 8% | -1% | i | 8%
CCc1noc(C)c1C(=O)Nc1ccc(S(=O)(=O)N2CCCC(C)C2)cc1 (stereo unspecified) | -3% | 19% | -7% | 3.9% | 3%
COc1ccc2cc3cc(C(=O)Nc4ccc5c(c4)OCCO5)oc3nc2c1 | -1% | 58% | -7% | 2.4% | -3%
CCOC(=O)N1CCC(NC(=O)CC2C(=O)NCCN2Cc2ccccc2)CC1 (stereo unspecified) | 2% | -18% | 2% | 3.9% | 6%
COc1cc(-c2cc(C(=O)Nc3nc4ccccc4s3)c3ccccc3n2)cc(OC)c1OC | -3% | 18% | -9% | 8.0% | -5%
CCN(CC)S(=O)(=O)c1cc(NC(=O)CN2C(=O)NC3(CCCc4ccccc43)C2=O)ccc1C (stereo unspecified) | 10% | 45% | -2% | 2.2% | -7%

Compound activity: PubChem, Southern Research Specialized Biocontainment Screening Center
